High-throughput results (PubChem BioAssay)
PABP1 MLLE inh = inhibitors of microRNA-mediated deadenylation, human PABP1 MLLE binding | GST-MLLE / FITC-PAM2 fluorescence polarization | inhibition, % at 20 µM | 0.36% of 360,000 active | AID 588489; in the data active = inhibition above about 35%, passing the limit was not always enough;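 note: plate controls were DMSO wells with GST-MLLE for no effect and wells lacking GST-MLLE protein for full effect; some results filed as inactive read as strong as hits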
SUMO1 PPI mod = alters human SUMO1 binding to SIM partners. P63165. SUMO1 binding to a labelled peptide, TR-FRET, 1 h. inhibition, % at 20 µM. 0.33% of 360,000 active; in the data active = inhibition above about 37%
NadD inh = inhibitors of Staphylococcus aureus NadD. purified NadD enzyme, colorimetric absorbance read-out. inhibition, % at 20 µM. 0.78% of 360,000 active. AID 602399; in the data active = inhibition above about 26%; note: some compounds past the cut are filed as inactive
STEP inh = inhibitors of human striatal-enriched phosphatase STEP; P54829; recombinant STEP, OMFP fluorogenic substrate, fluorescence; inhibition, % at 20 µM; 0.25% of 360,000 active;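 active = inhibition at 20 µM, scaled per plate between control wells, above about 37%, limit read from the data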;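 note: 0% = DMSO with enzyme and substrate and 100% = substrate only without enzyme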
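Also added – OMFP at 25 µM · Test system – STEP tyrosine phosphatase · Technique – FITC-channel fluorescence of OMFP product · Schedule – 20 min at room temperature, dark · Evaluation – control-normalized % inhibition with plate pattern correction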
TbMetRS inhib = blocks T. brucei methionyl-tRNA synthetase activity. purified T. brucei MetRS, ATP depletion, Kinase-Glo luminescence. 0.4% of 360,000 active. inhibition, % at 11.9 µM;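 active = inhibition above a per-plate cutoff of the control wells' mean inhibition plus 3 SD, cut at about 5.5% in these data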;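 note: 0% = DMSO wells median and 100% = median of wells with control inhibitor compound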
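System: purified T. brucei MetRS enzyme / Detection: Kinase-Glo luciferase luminescence reporting remaining unconsumed ATP / Medium: HEPES buffer with MgCl2, KCl, DTT, spermine, BSA, pyrophosphatase / Replication: singlicate, one well per compound / Evaluation: percent inhibition relative to median high and low control wells / Schedule: 2 h aminoacylation at 25 °C after 15 min preincubation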
CSN deneddyl inh = blocks human CSN-mediated cullin deneddylation. Q92905. Purified CSN, SCF-Nedd8-OG deneddylation, fluorescence polarization. inhibition, % at 12.5 µM. 0.38% of 360,000 active. AID 651999;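 active = pattern-corrected inhibition above about 35%, with an unprinted fluorescence ratio check between 0.5 and 1.5, limit read from the data, passing the limit was not always enough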;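 note: 0% = enzyme with substrate and 100% = substrate without enzyme; some results filed as inactive read as strong as hits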
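Assay system: purified human Csn5 enzyme expressed in HEK293T cells; Input: 0.24 nM Csn5 enzyme, final concentration; Reagent: 10 nM SCFSkp2-Nedd8OG; Compound dosing: 12.5 µM single point; Times: reaction 90 min, room temperature; Technique: fluorescence polarization readout.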
LMPTP inh = blocks human LMPTP phosphatase | P24666 | recombinant LMPTP-A, OMFP fluorogenic substrate, fluorescence intensity | inhibition, % at 20 µM | 0.22% of 360,000 active;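 active = compounds that cut the enzyme signal by at least half of the control window in the single-dose screen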;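 note: plate controls were DMSO wells with enzyme plus substrate for no effect and substrate without enzyme for full effect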
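Assay system: LMPTP-A, protein tyrosine phosphatase of low molecular weight / Medium: pH 6.0 Bis-Tris buffer with DTT and Triton X-100 / Schedule: 50 min enzyme reaction at room temperature, protected from light / Measured by: endpoint fluorescence intensity from OMFP dephosphorylation / Read-out basis: % inhibition relative to no-enzyme and uninhibited control wells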
Scp-1 inhibitor = blocks human Scp-1 phosphatase activity; Q9GZU7; Recombinant Scp1, phosphopeptide, malachite green phosphate absorbance; inhibition, % at 20 µM; 0.88% of 340,000 active; AID 493091;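 active = inhibition above about 50% at 20 µM, limit read from the data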;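 note: plate controls were DMSO wells with enzyme for no effect and wells lacking enzyme for full effect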
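Times: enzyme reaction 45 min at room temperature, colour 5 min, stabilisation 30 min. Material: SCP-1 catalytic fragment, aa 76-261. Medium: Acidic Tris acetate buffer with magnesium and detergent. Signal: colorimetric free-phosphate detection, absorbance 630 nm. Read-out basis: % inhibition of SCP-1 phosphate liberation. Reagent: Phosphorylated 17-residue peptide substrate.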
Rpn11 block = Rpn11 (human) deubiquitinase inhibition; O00487; human 26S proteasome, Ub4-pepOG fluorescence polarization; 20S core pre-blocked with epoxomicin; calls only at 20 µM; 0.59% of 360,000 active; AID 588493;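 active = inhibition at 20 µM, scaled to each plate's controls, above about 33%, limit read from the data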
DNMT1 block = blocks human DNA methyltransferase DNMT1; P26358; DNMT1 molecular beacon, Hinp1I cleavage, fluorescence; inhibition (reported as % activation of signal), % at 10 µM; 0.83% of 360,000 active; in the data active = inhibition above about 50%
Target sequence (P26358 504-1616 limits assumed): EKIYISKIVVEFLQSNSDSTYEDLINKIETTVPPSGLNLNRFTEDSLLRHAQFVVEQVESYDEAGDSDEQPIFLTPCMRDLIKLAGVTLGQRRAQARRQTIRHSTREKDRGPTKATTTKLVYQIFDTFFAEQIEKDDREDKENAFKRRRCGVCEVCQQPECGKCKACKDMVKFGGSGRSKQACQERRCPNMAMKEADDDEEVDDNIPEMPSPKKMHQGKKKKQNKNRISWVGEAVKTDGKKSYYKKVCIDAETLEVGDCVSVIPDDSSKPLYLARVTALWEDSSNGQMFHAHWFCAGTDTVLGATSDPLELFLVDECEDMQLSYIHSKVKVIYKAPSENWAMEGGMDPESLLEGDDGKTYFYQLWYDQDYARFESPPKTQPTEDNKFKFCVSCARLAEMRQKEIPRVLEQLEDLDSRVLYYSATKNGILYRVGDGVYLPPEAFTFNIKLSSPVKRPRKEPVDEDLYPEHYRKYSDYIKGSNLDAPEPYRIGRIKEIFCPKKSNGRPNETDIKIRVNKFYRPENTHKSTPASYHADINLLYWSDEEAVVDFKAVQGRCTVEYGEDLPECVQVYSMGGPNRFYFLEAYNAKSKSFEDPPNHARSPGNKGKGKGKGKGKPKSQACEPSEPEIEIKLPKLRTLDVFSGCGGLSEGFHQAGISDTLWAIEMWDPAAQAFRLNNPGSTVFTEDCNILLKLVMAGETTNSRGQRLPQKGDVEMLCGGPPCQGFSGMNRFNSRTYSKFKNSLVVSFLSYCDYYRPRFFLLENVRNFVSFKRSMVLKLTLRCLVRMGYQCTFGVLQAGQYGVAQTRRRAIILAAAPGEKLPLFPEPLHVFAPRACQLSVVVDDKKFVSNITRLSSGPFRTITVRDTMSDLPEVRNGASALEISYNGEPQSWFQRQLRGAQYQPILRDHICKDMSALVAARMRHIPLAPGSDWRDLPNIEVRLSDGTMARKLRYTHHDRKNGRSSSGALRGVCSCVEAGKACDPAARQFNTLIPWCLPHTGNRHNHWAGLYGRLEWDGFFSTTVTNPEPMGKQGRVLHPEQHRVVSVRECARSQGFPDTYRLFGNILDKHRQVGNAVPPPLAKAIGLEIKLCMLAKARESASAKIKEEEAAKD
* marks the source's active call; other numbers are inactive results; i = inactive; x = not tested or not shown.

SMILES	PABP1 MLLE inh	SUMO1 PPI mod	NadD inh	STEP inh	TbMetRS inhib	CSN deneddyl inh	LMPTP inh	Scp-1 inhibitor	Rpn11 block	DNMT1 block
O=C1CN(C(=O)OCc2ccccc2)c2ccccc2N1	6	2	0	0	0.1	-1	-0.4	-3	i	-2
CC(NC(=O)c1ccccc1Br)C1CC2CCC1C2 (stereo not given)	18	4	3	0	-0.1	-1	-0.1	-3	i	-2
Cc1c(NC(=O)c2cccc(S(=O)(=O)N(C)c3ccccc3)c2)c(=O)n(-c2ccccc2)n1C	7	1	5	-3	-0.3	5	-0.3	-7	i	-1
Cc1cc(C(=O)N2CCOCC2)ccc1[N+](=O)[O-]	4	-11	-4	-2	-0.8	-9	-1.2	-2	i	1
CC(=O)N1CCN(C(=O)COC(=O)c2ccc(S(C)(=O)=O)cc2)CC1	4	6	-1	0	-0.1	1	-0.7	-4	i	8
COc1cc(C(=S)N2CCCCC2)ccc1OCC(=O)Nc1ccc(F)cc1	2	3	1	6	-0.1	-4	0.7	-5	i	0
COc1ccc(-c2cc(C(=O)N3CCCCC3)c3ccccc3n2)cc1	6	-7	-3	-1	-0.6	0	2.0	0	i	1
c1ccc(C2=NNC(c3ccccn3)=NN2)nc1	43*	-5	-1	2	-1.3	1	-1.9	2	i	0
CCOC(=O)N/N=C/c1cn(Cc2ccccc2Cl)c2ccccc12	2	0	-11	-3	-0.1	1	2.0	-19	i	-7
Cc1cccc(C(=O)OCC(=O)N(C)CC(=O)Nc2ccc(Cl)c(C(F)(F)F)c2)c1	15	-1	-7	1	-0.4	-3	3.3	-8	i	-13
CCOC(=O)c1c(C)[nH]c(C(=O)C(C)Cl)c1C (stereo not given)	-3	-1	-7	-2	0.6	-3	-1.0	-7	i	4
Cc1cc2c(c(=O)n1C)C(C(C)C)C(C#N)=C(N)O2 (stereo not given)	0	-4	-4	1	-0.7	-3	1.7	-2	i	4
Cc1oc(-c2ccccc2Cl)nc1CS(=O)CC(=O)NCc1ccccc1Cl (stereo not given)	9	6	-8	3	-0.7	-1	0.6	-3	i	1
CCC(=O)Oc1ccc2c(C)cc(=O)oc2c1C	-8	1	7	31	-0.5	-1	0.1	4	i	2
O=C(Nc1ccc2ccccc2c1)[C@@H]1C[C@H]1[C@@H](NP(=O)(c1ccccc1)c1ccccc1)c1ccccc1	17	1	-6	-1	-0.2	4	1.7	-6	i	-14
Cc1nn(-c2ccccc2)c2nc(-c3ccccc3)cc(C(=O)N3CCOCC3)c12	-3	-1	-17	0	-0.9	-6	2.3	-11	i	-4
O=C(CN(Cc1ccc(Cl)cc1)C(=O)CNS(=O)(=O)c1ccc(F)cc1)NCC1CCCO1 (stereo not given)	-4	-1	2	-2	0.2	3	-0.7	-6	i	-1
CCn1c(C)cc(/C=C2/NC(=O)N(c3ccccc3)C2=O)c1C	0	-7	16	0	-0.6	-4	1.4	-3	i	-6
Cc1ccc(CCNC(=O)Cc2ccc(NC3=NC4CS(=O)(=O)CC4S3)cc2)cc1 (stereo not given)	-103	-3	2	-5	-1.4	7	-1.2	6	i	-4
O=[n+]1cc(-c2ccccc2)n([O-])c2c1CCCCC2	4	-8	-4	-3	-0.5	-6	-1.4	-2	i	1
O=C(CCn1cccc1)NCc1ccc2c(c1)OCO2	-10	4	-1	-3	-1.4	6	-0.2	12	i	5
CCc1nnc(NS(=O)(=O)c2ccc(NC(=O)c3cccc([N+](=O)[O-])c3)cc2)s1	4	-22	-3	-2	-0.1	-2	-1.2	-3	i	-3
CN(C)S(=O)(=O)c1ccc(N2CCCC2)c(C(=O)NNC(=O)COc2ccccc2F)c1	-13	9	1	-1	-0.1	-1	1.1	-3	i	0
CCN(C[C@H]1N[C@@](CC)(C(=O)OC)[C@H]2C(=O)N(C)C(=O)[C@@H]12)C(=O)COc1ccccc1	-10	3	-2	-3	0.2	-3	-1.2	-4	i	6
Cc1c(C(=O)N2CCN(c3ccccc3F)CC2)sc2ncn(CC(=O)N3CCOCC3)c(=O)c12	4	-3	3	-2	0.3	-3	-0.4	-3	i	2

The list goes on, starting with the last 4 of the part before.
SMILES	PABP1 MLLE inh	SUMO1 PPI mod	NadD inh	STEP inh	TbMetRS inhib	CSN deneddyl inh	LMPTP inh	Scp-1 inhibitor	Rpn11 block	DNMT1 block
CCc1nnc(NS(=O)(=O)c2ccc(NC(=O)c3cccc([N+](=O)[O-])c3)cc2)s1	4	-22	-3	-2	-0.1	-2	-1.2	-3	i	-3
CN(C)S(=O)(=O)c1ccc(N2CCCC2)c(C(=O)NNC(=O)COc2ccccc2F)c1	-13	9	1	-1	-0.1	-1	1.1	-3	i	0
CCN(C[C@H]1N[C@@](CC)(C(=O)OC)[C@H]2C(=O)N(C)C(=O)[C@@H]12)C(=O)COc1ccccc1	-10	3	-2	-3	0.2	-3	-1.2	-4	i	6
Cc1c(C(=O)N2CCN(c3ccccc3F)CC2)sc2ncn(CC(=O)N3CCOCC3)c(=O)c12	4	-3	3	-2	0.3	-3	-0.4	-3	i	2
CN1CCN(C(=O)c2cc(-c3cccc(Cl)c3)on2)CC1	6	-1	-1	0	-0.7	-9	-0.6	2	i	-1
CCOC(=O)N1CCN(C(=O)c2cc3n(n2)C(C(F)(F)F)CC(c2ccc4c(c2)OCO4)N3)CC1 (stereo not given)	-10	4	0	-1	-0.2	-1	0.0	-5	i	3
COc1ccccc1NC1=C(C)C(=O)CC1	3	-2	2	1	-1.4	5	0.1	-7	i	-4
Cc1ccc(Oc2c(CO)c(-c3ccccc3)nn2C)cc1	-5	11	0	2	-0.6	0	0.1	-4	i	4
O=C(NCCC1=CCCCC1)C(=O)NCC1OCCCN1S(=O)(=O)c1ccc(F)cc1 (stereo not given)	5	0	-4	-1	-0.4	2	-0.2	-4	i	-2
CCC1CCCCN1C(=O)CCc1nnc(Cc2cc(OC)ccc2OC)o1 (stereo not given)	-14	2	-1	1	-0.4	6	-1.9	-6	i	-5
COCCC(=O)N1CCC(Oc2ccc(C(=O)N3CCCC(COC)C3)cc2)CC1 (stereo not given)	4	6	1	-2	0.0	-3	-1.2	-7	i	0
Cc1cc(C)cc(OCC(=O)NCC2CCCO2)c1 (stereo not given)	-9	-5	-1	-2	-0.2	-1	-0.2	13	i	-2
CCn1nc(C)c(CNC(=O)c2ccc(OC3CCN(Cc4ccccn4)CC3)cc2)c1C	21	1	2	-3	-0.3	1	-1.5	-9	i	1
Cc1ccc(CSc2nc3ccccc3c(=O)n2CCCC(=O)NCc2ccco2)cc1	6	2	7	5	-0.7	1	3.0	-8	i	20
CN(CCc1ccccn1)C(=O)CCC1CCCN(C(=O)c2ccccn2)C1 (stereo not given)	0	3	0	-2	-1.1	5	-0.1	-4	i	1
O=C(Oc1ccccc1C(=O)Nc1ccccc1)c1ccccc1Br	9	6	0	-2	-0.6	-11	-0.4	-8	i	22
CCCCn1c(N)c(N(CC(C)C)C(=O)c2cc3c(s2)CCCCC3)c(=O)[nH]c1=O	-59	5	7	0	-0.4	-2	-0.7	-7	i	3
O=C(CSc1ccc(C(F)(F)F)cc1[N+](=O)[O-])Nc1ccccc1	0	-4	-4	5	7.6*	-3	0.2	-5	i	1
COc1ccc2cc(CN(CC3CCCO3)S(=O)(=O)c3ccccc3)c(=O)[nH]c2c1 (stereo not given)	12	5	2	-3	-2.1	-3	-1.9	3	i	0
COCCNc1ncnc2c1ncn2[C@H]1CN(Cc2ccc(F)cc2)C[C@@H](CO)O1	-4	0	-7	-1	-0.2	-2	0.0	x	i	-2
Cc1ccc(C(c2nnnn2CS(=O)(=O)c2ccc(C)cc2)N2CCC(C)CC2)cc1 (stereo not given)	18	-3	-1	0	-0.6	5	2.3	8	i	-6
CS(=O)(=O)N1CCC(C(=O)O)CC1	5	5	-5	-4	-1.1	0	-1.9	-4	i	2
CC1Cc2ccccc2C(CCc2ccccc2)=N1 (stereo not given)	9	-4	-1	-1	-0.6	0	-2.1	-14	i	2
COc1cc(C(=O)NNC(=O)COc2cccc(F)c2)ccc1OCC(=O)N1CCOCC1	5	0	1	-3	-0.4	-3	-1.0	8	i	2
O=C(C[C@H]1C/C=C\CC[C@@H](Cc2ccc(F)cc2)C(=O)O[C@H](c2ccccc2)CNC1=O)N[C@H](CO)Cc1ccccc1	10	0	-10	4	-2.3	-5	5.5	-8	i	24
COc1ccccc1CNc1ncc(-c2ccccc2)n1C	-2	4	-2	-2	-0.1	5	-3.3	4	i	-2
CCCCC(=O)N(CCOC)c1nnc(-c2ccccc2C)s1	-3	-1	0	2	0.7	0	0.0	9	i	8
Cc1ccc(S(=O)(=O)N2CCN(C(=O)CN3C(=O)NC4(CCCC4)C3=O)CC2)c(C)c1	-22	-6	0	2	0.0	5	-1.4	-9	i	4
COc1ccc2[nH]c(C)c(CCNC(=S)Nc3cccc(C)c3)c2c1	-58	-1	1	1	-0.4	3	0.0	0	i	-4

Only CSN deneddyl inh (2 entries from above):
| structure | CSN deneddyl inh |
| --- | --- |
| O=C(C[C@H]1C/C=C\CC[C@@H](Cc2ccc(F)cc2)C(=O)O[C@H](c2ccccc2)CNC1=O)N[C@H](CO)Cc1ccccc1 | -5 |
| Cc1cccc(C(=O)OCC(=O)N(C)CC(=O)Nc2ccc(Cl)c(C(F)(F)F)c2)c1 | -3 |

(next part)
SMILES	PABP1 MLLE inh	SUMO1 PPI mod	NadD inh	STEP inh	TbMetRS inhib	CSN deneddyl inh	LMPTP inh	Scp-1 inhibitor	Rpn11 block	DNMT1 block
CS(=O)(=O)N1CCC(C(=O)Nc2ccc(Cl)cc2)CC1	24	3	-1	0	-0.3	-1	-0.8	-6	i	3
CCc1ccc(NC(=O)c2cc(C)on2)cc1	0	0	-13	1	-1.2	-10	0.2	-6	i	0
CCc1cccc(OC2OC(CO)C(O)C(O)C2NC(C)=O)c1 (stereo not given)	-12	1	-3	-4	0.2	0	-1.1	1	i	0
COc1cccc(OCC(O)CN2CC(C)CC(C)C2)c1 (stereo not given)	3	-3	-6	1	-1.4	-1	-0.8	4	i	-3
CCN(CC(=O)Nc1c(F)cccc1F)C(=O)Cc1n[nH]c(=O)c2ccccc12	-7	-5	3	1	-0.3	0	-0.4	-4	i	0
O=C(CSc1ccc(F)cc1)NC12CC3CC(CC(C3)C1)C2	-1	1	-2	-1	-1.3	11	0.0	-7	i	0
O=C(Cn1ccc2ccccc2c1=O)NCCC(=O)Nc1ccc(F)cc1F	8	0	-5	-1	-0.2	-2	0.5	-5	i	2
COC(=O)c1cccc(NC(=O)C(C)N2C(=O)c3ccccc3C2=O)c1 (stereo not given)	18	1	-3	1	0.2	2	-2.3	-8	i	0
